CAL PDZ FP-1: untagged CAL PDZ binding inhibitors, primary screen, biochemical, fluorescence polarization, HTS; 0.92% of 300,000 active; Golgi-associated PDZ and coiled-coil motif-containing protein (Homo sapiens), Q9HD26; inhibition, % at 24.9 µM; purified CAL PDZ, TMR-peptide fluorescence polarization, 1 h; AID 602252, 2012;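 active = mean inhibition of at least 30% with at least half of replicates also reaching 30%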;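 also: 0% = DMSO neutral control and 100% = excess unlabeled competitor peptide PRC23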
SR-BI DiI-HDL act: activators of SR-BI mediated DiI-HDL uptake, primary screen, ldlA[mSR-BI] CHO cells, DiI fluorescence; 3 h; 100 = double the neutral-control signal; activation, % at 12.5 µM; 0.096% of 320,000 active;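 active = mean replicate activation of at least 60% and every replicate at or above 60%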;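 also: 0% = median plate neutral-control signal and 100% = twice that signal; values of inactives mirror those of a sister screen read the other way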
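Test system: SR-BI-overexpressing, LDLR-lacking CHO cells; Also added: labelled HDL, 10 µg/mL; Measured by: bottom-read cell fluorescence after medium removal, ex 550/em 595 nm; Timing: 3 h uptake period with compound, 37 °C; Buffer or medium: F12, 0.5% BSA, 25 mM HEPES; Doses: single compound concentration, delivered by pin transfer.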
phage Ecoli inh: growth loss of phage-infected E. coli, primary screen, RecBCD inhibitor project, absorbance, with phage, HTS | inhibition, % at 11.9 µM | 0.26% of 360,000 active; in the data active = inhibition above about 11%
Tat export inh: E. coli Tat export inhibitors, primary screen, MC4100, TorA-mCherry reporter, fluorescence, single point; inhibition, % at 10 µM; AID 488895, 2010; 0.036% of 340,000 active;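 active = mean replicate inhibition at least 50% and at least half of replicates individually reaching 50%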;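 also: exported cargo escapes ClpAP degradation while cytoplasmic cargo is degraded and loses fluorescence; 0% = median of neutral control wells and 100% = median of NaSCN control wells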
CAL PDZ FP-2: CAL PDZ peptide-binding inhibitors, primary screen, biochemical, fluorescence polarization, Cer-tagged CAL PDZ, HTS; 0.02% of 330,000 active; Golgi-associated PDZ and coiled-coil motif-containing protein (Homo sapiens), Q9HD26; inhibition, % at 20 µM; purified CAL PDZ, TMR-peptide fluorescence polarization, 1 h; AID 504414, 2011;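 active = highest replicate inhibition of at least 40%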;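 also: plate controls were DMSO neutral control wells for no effect and unlabeled competitor peptide control wells for full effect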
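Test system: tagged CAL PDZ domain / Buffer or medium: sodium phosphate/NaCl buffer pH 7.4 with TCEP, IgG, Thesit / Reagent: TMR-labelled reporter peptide T*-PRC34 bound in PDZ groove / Compound dosing: single point, 20 µM / Schedule: 1 h incubation at room temperature before polarization reading / Technique: fluorescence polarization (mP) / Benchmarks: unlabelled peptide, DMSO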
E coli growth: E. coli V3065 growth inhibition, primary screen, counter-screen for AddAB inhibitor project, absorbance, OD600. 18 h. inhibition, % at 11.9 µM. 0.27% of 330,000 active;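 active = inhibition above the campaign's mean inhibition across all tested compounds plus 3 SD, cut at about 9.9% in these data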;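 also: uninfected addAB+ strain grown without phage in ampicillin broth; 0% = DMSO wells and 100% = ciprofloxacin 0.95 µg/ml wells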
Wnt act: Wnt/beta-catenin pathway activators, primary screen, cell-based, plate reader, single point. AID 743398, 2014. activation, % at 9.35 µM. Wnt/beta-catenin reporter cell assay, activator. 1.2% of 300,000 active; in the data active = activation above about 30%, passing the limit was not always enough;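 also: 0% = neutral control wells and 100% = positive control wells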
SR-BI HDL uptake: inhibitors of SR-BI mediated HDL lipid uptake, primary screen, ldlA[mSR-BI] cells, fluorescence, single point. Scavenger receptor class B member 1 (Mus musculus), Q61009. ldlA[mSR-BI] CHO cells, DiI-HDL uptake fluorescence, 3 h. inhibition, % at 12.5 µM. 0.96% of 320,000 active;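 active = mean replicate inhibition of at least 70% and a set share of replicates each scoring 70 or more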;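 also: 0% = median of neutral control wells and 100% = median of positive control wells; values of inactives mirror those of a sister screen read the other way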
Target sequence (Q61009 whole entry, looked up): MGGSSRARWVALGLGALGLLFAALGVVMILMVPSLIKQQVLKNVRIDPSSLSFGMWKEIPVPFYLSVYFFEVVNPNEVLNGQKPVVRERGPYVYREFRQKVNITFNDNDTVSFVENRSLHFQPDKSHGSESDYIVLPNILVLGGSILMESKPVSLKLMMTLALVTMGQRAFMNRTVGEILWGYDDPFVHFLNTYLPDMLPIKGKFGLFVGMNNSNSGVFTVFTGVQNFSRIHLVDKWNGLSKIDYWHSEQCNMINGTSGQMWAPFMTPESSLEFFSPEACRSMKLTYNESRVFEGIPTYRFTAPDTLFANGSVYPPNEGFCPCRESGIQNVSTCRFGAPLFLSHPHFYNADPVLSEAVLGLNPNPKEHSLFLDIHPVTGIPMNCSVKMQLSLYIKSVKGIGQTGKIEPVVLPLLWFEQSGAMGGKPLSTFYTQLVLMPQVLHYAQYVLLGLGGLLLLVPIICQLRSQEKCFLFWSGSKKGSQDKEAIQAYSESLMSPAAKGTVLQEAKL
MITF TRPM1 HTS: activators of MITF-driven TRPM1 promoter reporter, primary screen, cell-based, SK-MEL-5, luciferase, single point | SK-MEL-5 TRPM1-promoter luciferase, 24 h; % of positive control, neutral wells = 0 | activation, % at 12.5 µM | 0.75% of 300,000 active | AID 588334, 2011;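 active = mean activation of at least 80% with every replicate also reaching 80%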;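 also: 0% = neutral control wells and 100% = parthenolide positive control wells; values of inactives mirror those of a sister screen read the other way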
AddAB inh: growth inhibition of E. coli expressing H. pylori AddAB, primary screen, AddAB inhibitor project, absorbance; inhibition, % at 11.9 µM; 0.29% of 330,000 active; AID 435030, 2010; in the data active = inhibition above about 12%;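 also: 0% = vehicle wells of infected cells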
Active calls of the source: *; i = inactive; . = not tested or not shown.

No.	canonical_smiles	CAL PDZ FP-1	SR-BI DiI-HDL act	phage Ecoli inh	Tat export inh	CAL PDZ FP-2	E coli growth	Wnt act	SR-BI HDL uptake	MITF TRPM1 HTS	AddAB inh
1	CN1CC(=O)N(CC(=O)NC2CCCCC2)C1=O	-1	15	1.2	3	9.7	-1.9	0	-15	6	-1.4
2	Cc1ccc(CSC2=NCCN2C(=O)c2ccc(S(=O)(=O)N(C)C)cc2)cc1	-3	4	3.7	-2	-2.5	-0.4	-2	-4	10	1.0
3	COc1ccccc1N(CN1CCCC1=O)C(=O)COc1ccccc1	-2	10	1.5	20	1.4	-1.9	.	-10	.	0.2
4	O=C1/C(=C\c2ccco2)SC(=S)N1c1ccc(O)cc1	-6	12	3.7	6	-2.4	-0.3	1	-12	6	1.8
5	COC(=O)C1C(=O)C2=C(CC1C)NC(=O)CC2c1ccccc1 (centres undefined)	-3	-18	1.2	-10	0.0	0.3	.	18	9	3.0
6	CCOc1cccc2c1OC1(CCCCC1)N1N=C(c3cccnc3)CC21 (centres undefined)	-2	3	5.2	-5	-1.3	0.1	23	-3	63	2.4
7	COC(=O)C1=C(C(=O)OC)[C@@H]2N(Cc3ccccc3)c3ccccc3[C@@]23C[C@@H](C(=O)OC)N(C(=O)c2ccc(Br)cc2)C3=N1	-2	30	.	-15	0.7	-5.0	.	-30	5	-1.1
8	ON1C(c2ccccc2C(F)(F)F)N(O)[C@H]2CCCC[C@H]21 (some centres undefined)	2	-1	3.2	6	0.9	-1.5	.	1	1	2.8
9	OCCN1CCN(c2cc(C(F)(F)F)nc3ccccc23)CC1	.	14	1.3	-4	-0.4	-1.1	1	-14	-2	-0.9
10	O=C1C(NS(=O)(=O)c2cccs2)=C(N2CCN(c3ccccc3)CC2)C(=O)c2ccccc21	0	-55	1.0	2	0.4	3.2	.	55	-7	5.4
11	CCCCN1CC(Br)C(=O)NC1=O (centres undefined)	2	3	2.4	-1	0.3	.	-3	-3	-5	.
12	O=C(N/N=C/c1cccnc1)c1cc(-c2cccs2)nc2ccccc12	-4	-21	1.4	6	-4.8	1.7	-5	21	9	4.1
13	Cc1ccc(-n2ncc3c(=O)n(CC(=O)OCc4ccccc4)cnc32)cc1	-3	14	2.4	3	.	-1.7	7	-14	6	-0.9
14	O=C(c1ccc(-c2cc(O)c3ncccc3c2)cc1)N1CCNCC1	-1	0	6.9	6	-0.9	4.4	-6	0	40	5.5
15	CC(C)CNS(=O)(=O)c1ccccc1C(=O)N1CCCCC1	-1	10	1.5	-6	0.9	-1.1	.	-10	-17	-0.7
16	Cc1cc(-c2ccccc2)n2nc(N)nc2n1	-3	-1	2.0	2	1.3	-1.3	-1	1	6	-1.1
17	O=C(COC(=O)C1CC1)NCc1ccccc1	2	12	2.2	-3	-0.2	.	5	-12	4	.
18	CC(=O)N1c2ccc(S(=O)(=O)N(C)CC(=O)NC3CCCC3)cc2CC1C (centres undefined)	-1	21	0.5	-2	-2.2	0.8	-3	-21	6	5.2
19	O=c1cc(CN2CCN(c3ccccc3F)CC2)c2cc3c(cc2o1)CCCC3	0	-33	1.7	15	0.7	-0.7	.	33	1	0.3
20	CCCNS(=O)(=O)c1ccc(CCC(=O)NCc2ccco2)cc1	-1	0	2.3	2	0.3	-0.9	-4	0	.	1.8
21	COCc1cc(Sc2c(Cl)cccc2Cl)nc(-c2ccccc2)n1	-10	-41	1.2	12	-0.5	2.6	.	41	-13	2.4
22	COc1ccc(OC)c(-n2c(SCC(C)=O)nnc2-c2cccc(S(=O)(=O)N(C)C)c2)c1	-3	15	2.5	-4	0.5	-0.6	0	-15	.	1.3
23	CCOC(=O)C1CCCN(C(=O)c2ccc(C(=O)c3ccccc3)cc2)C1 (centres undefined)	-11	12	-1.9	-9	0.0	0.5	-2	-12	4	0.0
24	CC1CCCC(NC(=O)CNC(=O)c2cccs2)C1C (centres undefined)	.	25	3.7	9	-1.6	-0.5	5	-25	-3	0.0
25	O=C(CN1CCN(c2ccccn2)CC1)Nc1ccc(OCc2ccccc2)cc1	-1	-23	-0.2	-5	0.5	1.2	.	23	-11	0.5
26	Cc1cc(NC(=O)CN2C(=O)c3ccccc3S2(=O)=O)no1	-3	10	2.8	5	-0.5	1.2	1	-10	7	1.8
27	CCOc1ccc(NC(=O)CCN2CCCCC2)cc1	0	2	3.7	0	0.0	-5.2	.	-2	.	1.4
28	COCC(C)NC(=S)N1CCN(c2ccccc2Cl)CC1 (centres undefined)	2	-9	1.9	-3	-2.0	1.7	-2	9	-13	0.2
29	CCOc1ccccc1N(C)C(=O)CCS(=O)(=O)c1ccc2c(c1)NC(=O)C(C)S2 (centres undefined)	-2	0	1.7	-6	-2.1	0.1	-3	0	-13	0.7
30	CCn1c(SCC(=O)N2CCN(c3ccccc3)CC2)nnc1-c1ccoc1C	-5	-6	-1.6	6	.	0.3	-6	6	-1	-0.5

Compound profiles, as listed above. Order of values: CAL PDZ FP-1 | SR-BI DiI-HDL act | phage Ecoli inh | Tat export inh | CAL PDZ FP-2 | E coli growth | Wnt act | SR-BI HDL uptake | MITF TRPM1 HTS | AddAB inh
`COCc1cc(Sc2c(Cl)cccc2Cl)nc(-c2ccccc2)n1` in the list: -10 | -41 | 1.2 | 12 | -0.5 | 2.6 | . | 41 | -13 | 2.4
`Cc1cc(NC(=O)CN2C(=O)c3ccccc3S2(=O)=O)no1` in the list: -3 | 10 | 2.8 | 5 | -0.5 | 1.2 | 1 | -10 | 7 | 1.8

New compounds follow
No.	canonical_smiles	CAL PDZ FP-1	SR-BI DiI-HDL act	phage Ecoli inh	Tat export inh	CAL PDZ FP-2	E coli growth	Wnt act	SR-BI HDL uptake	MITF TRPM1 HTS	AddAB inh
31	N#CCCN(C(=O)COC(=O)c1ccc2c(c1)OCO2)c1ccccc1	-1	5	3.0	-3	1.2	-0.9	1	-5	6	1.1
32	Nc1nc(-c2ccco2)nn1S(=O)(=O)c1ccccc1	4	13	1.3	-5	-0.1	0.2	0	-13	9	2.0
33	Cc1oc(-c2ccccc2Cl)nc1CS(=O)(=O)CC(=O)NCCc1ccccc1	.	0	2.0	7	-0.9	-1.1	0	0	.	-0.5
34	CC(=O)Nc1ccc2c(c1)CCc1ccccc1-2	-4	-3	0.9	6	-1.1	2.2	17	3	37	-0.2
35	COc1ccc(C(=O)c2c3ccc(OC)cc3[n+]([O-])n2CCCC(N)=O)cc1	1	2	1.4	-2	0.9	-1.0	2	-2	-4	1.3
36	COc1ccc(C(=O)c2c(C(F)(F)F)oc3c2C(=O)c2ccccc2C3=O)cc1	-1	-15	.	-9	0.9	1.6	.	15	-103	4.3
37	NS(=O)(=O)c1ccc(CCNC(=O)c2cc(=O)[nH]c3ccccc23)cc1	1	33	2.0	-4	-1.6	-1.6	-3	-33	18	2.7
38	CN1CCN(C(=O)C2=C[C@H](c3coc4ccccc4c3=O)C[C@H](OCc3ccc(CO)cc3)O2)CC1	-37	10	0.3	-8	-2.7	2.0	-5	-10	-2	4.8
39	Cc1c(C)c2ccc(OC(C)C(=O)N3CC[C@@]4(O)CCCC[C@H]4C3)c(C)c2oc1=O (some centres undefined)	-2	-40	2.8	-8	0.1	0.0	-1	40	7	2.4
40	CC1=C(C(=O)OCC(C)C)C(c2ccc(Br)s2)NC(=O)N1 (centres undefined)	-1	4	4.8	8	-0.2	0.6	9	-4	-15	2.4
41	Cn1c(N)c(C(=O)CNC2CCCCC2)c(=O)n(C)c1=O	-2	28	1.4	-5	0.8	0.1	-2	-28	8	5.0
42	Cc1oncc1-c1cn2ccccc2n1	4	-8	3.1	-2	-1.4	1.6	4	8	8	-2.6
43	Cc1ccc2[nH]cc(C(=O)NCc3cccs3)c(=O)c2c1	-1	1	1.6	2	-4.6	0.2	-2	-1	-5	3.5
44	CCN(C(=O)COC(=O)CN(C)S(=O)(=O)c1ccc(NC(C)=O)cc1)C1CCS(=O)(=O)C1 (centres undefined)	-2	1	-1.0	-10	-2.5	0.9	-1	-1	12	-0.6
45	Cc1ccc(/C=N\NC(=O)c2csnn2)cc1	-1	39	3.5	4	0.2	1.8	7	-39	.	4.1
46	C=CCN1CCN(c2ccncc2S(=O)(=O)N2CCCCC2)CC1	-4	30	2.6	11	-2.7	-0.9	7	-30	1	2.1
47	O=C(O)CSCC(=O)N1CCN(S(=O)(=O)c2ccccc2)CC1	-7	19	3.5	1	-0.7	1.7	0	-19	0	0.3
48	O=C(NCC(c1ccco1)N1CCCC1)c1ccccc1Sc1ccc(C(F)(F)F)cc1[N+](=O)[O-] (centres undefined)	-6	-1	3.0	-1	0.3	-0.9	3	1	-15	1.0
49	CC(C)n1cnc2c(NCc3ccc(S(N)(=O)=O)cc3)nc(NCc3ccc(S(N)(=O)=O)cc3)nc21	-1	18	0.7	6	0.8	1.5	-1	-18	-7	1.6
50	Cc1cc(C(=O)CSc2nnnn2C)c(C)n1-c1ccc2c(c1)OCCO2	29	-5	2.0	2	-1.3	-0.4	21	5	66	2.1
51	COc1ccc(CCNC(=O)CCC(=O)N2CCOc3ccccc32)cc1OC	.	-1	3.0	-7	-0.9	-2.0	-2	1	9	-0.8
52	C/C(=N\N1C(=O)c2ccccc2C1=O)c1cccc([N+](=O)[O-])c1	0	22	2.6	-5	0.6	0.2	-1	-22	5	4.0
53	Cc1cc2ncc(-c3cccc(Cl)c3)cn2n1	2	7	0.5	-2	0.1	-2.0	24	-7	56	-1.6
54	COCCN1C(=O)N[C@@H](c2ccccc2)[C@H](C(C)=O)[C@H]1C	-4	9	1.4	-5	0.0	0.3	0	-9	9	1.9
55	COc1ccc(Oc2ccccc2/C=C/C(=O)O)cc1	1	536*	1.4	2	.	1.1	16	i	.	1.4
56	Cc1c(C(=O)N2CCN(c3ccccn3)CC2)oc2c(F)cccc12	.	4	-0.2	9	-0.4	0.3	1	-4	1	0.7
57	Cc1ccccc1C(=O)Nc1ccc(C(=O)N/N=C/c2ccc(F)cc2)cc1	.	-84	3.7	7	-1.5	1.9	-1	84*	0	-0.2
58	CCN1CCN(CCCN(Cc2ccco2)C(=S)Nc2ccc(Cl)cc2)CC1	-5	0	1.4	-11	0.0	-3.1	-1	0	4	3.8
59	COc1ccc(CCNC(=O)Cn2nnc3ccccc3c2=O)cc1	-3	46	1.2	-6	-0.4	-0.3	.	-46	-1	-1.2
